# Screens from PubChem.
# UPR XBP1 act – activators of adaptive arm of unfolded protein response (XBP1); CHO-XBP1 luciferase reporter, IRE1-XBP1 UPR activation, luminescence; percent of tunicamycin response, DMSO as zero; activation, % at 20 µM; 330,000 tested, 0.33% active; AID 463104;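 active means versus positive control, 20 µM dose yields 30% or more activation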;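 further: 100% = tunicamycin at 10 µg/mL and 0% = DMSO only wells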
#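 assay system = CHO-XBP1 luciferase reporter cells | amount = 1000 cells/well | buffer or medium = F12 plus 10% FBS | compound dosing = single point, 20 µM final compound, 1% DMSO | incubation = 16-18 h cell attachment at 37 °C, then 6 h compound exposure | detection = Steady-Glo luminescence read | controls = tunicamycin 10 µg/mL and vehicle-only wells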
# 697 NFkB inh – inhibitors of the PMA/ionomycin-induced NF-kB reporter in 697 B cells | 697 B-cell NF-kB luciferase reporter, 16 h | 330,000 tested, 0.33% active | inhibition, % at 4 µM; in the data active means inhibition above about 35%
# Gli-Sufu antag – Gli-Sufu pathway antagonism; AID 588413; 340,000 tested, 0.74% active; Sufu-KO-LIGHT fibroblasts, Gli luciferase reporter luminescence; inhibition, % at 5 µM;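 active means inhibition above about 55%, limit read from the data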;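 further: 0% = DMSO-treated cells and 100% = wells with medium but no cells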
# CXCR6 block – blocks human CXCR6 beta-arrestin recruitment | O00574 | CHO-K1 PathHunter CXCR6 beta-arrestin, luminescence | inhibition, % at 20 µM | 360,000 tested, 0.36% active | AID 602244; in the data active means inhibition above about 34%, passing the limit was not always enough;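 further: antagonist mode with CXCL16 agonist at 10 nM final; 0% = 10 nM CXCL16 with DMSO and 100% = unstimulated wells without agonist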
# Target sequence (O00574 whole entry, looked up): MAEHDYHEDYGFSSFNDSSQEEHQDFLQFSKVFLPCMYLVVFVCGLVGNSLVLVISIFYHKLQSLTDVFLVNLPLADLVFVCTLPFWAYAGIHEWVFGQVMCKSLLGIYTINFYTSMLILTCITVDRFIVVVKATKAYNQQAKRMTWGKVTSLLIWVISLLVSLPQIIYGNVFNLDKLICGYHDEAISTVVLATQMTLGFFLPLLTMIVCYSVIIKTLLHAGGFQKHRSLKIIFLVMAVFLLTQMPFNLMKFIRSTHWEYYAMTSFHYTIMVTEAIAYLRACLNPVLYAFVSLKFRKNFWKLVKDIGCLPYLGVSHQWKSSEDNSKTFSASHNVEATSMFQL
# Jurkat NFkB inh – inhibitors of the PMA/ionomycin-induced NF-kB reporter in Jurkat cells; PMA/ionomycin-induced NF-kB luciferase reporter, luminescence; inhibition, % at 4 µM; 330,000 tested, 0.53% active; in the data active means inhibition above about 50%
# UPR CHOP act – activators of apoptotic arm of unfolded protein response (CHOP); CHO-CHOP luciferase reporter, UPR activation, luminescence; percent of tunicamycin response over DMSO baseline; activation, % at 10 µM; 330,000 tested, 0.34% active;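 active means at 10 µM dose, activation of 40% or more, normalized to positive control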;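 further: 100% = tunicamycin at 10 µg/mL and 0% = DMSO alone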
#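 System: CHO-CHOP luciferase reporter cell line | Buffer or medium: F12 medium containing 10% fetal bovine serum | Doses: One dose, 10 µM in 0.5% DMSO | Times: 6 h compound exposure at 37 °C after overnight seeding | Signal: Luciferase luminescence | Read-out: % activation vs tunicamycin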
# Mdm2 MdmX PPI – human Mdm2/MdmX binding inhibition. O15151+Q00987. SaOS-2 split-luciferase Mdm2/MdmX complementation, luminescence. inhibition, % at 8 µM. 330,000 tested, 3% active. AID 485346;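 active means inhibition of at least 50% at 8 µM in the primary screen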
# CCR6 antagonist – CCR6 (human) receptor antagonism; 340,000 tested, 0.49% active; AID 493098; CHO-K1 CCR6 PathHunter beta-arrestin, luminescence, CCL20-stimulated; inhibition, % at 20 µM;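 active means compounds whose inhibition of the agonist-driven luminescence signal at 20 µM reaches about 50%, limit read from the data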;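 further: cells stimulated with CCL20 at 14 nM final; plate controls were DMSO with CCL20 for no effect and DMSO without agonist for full effect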
# Target sequence (P51684 whole entry, looked up): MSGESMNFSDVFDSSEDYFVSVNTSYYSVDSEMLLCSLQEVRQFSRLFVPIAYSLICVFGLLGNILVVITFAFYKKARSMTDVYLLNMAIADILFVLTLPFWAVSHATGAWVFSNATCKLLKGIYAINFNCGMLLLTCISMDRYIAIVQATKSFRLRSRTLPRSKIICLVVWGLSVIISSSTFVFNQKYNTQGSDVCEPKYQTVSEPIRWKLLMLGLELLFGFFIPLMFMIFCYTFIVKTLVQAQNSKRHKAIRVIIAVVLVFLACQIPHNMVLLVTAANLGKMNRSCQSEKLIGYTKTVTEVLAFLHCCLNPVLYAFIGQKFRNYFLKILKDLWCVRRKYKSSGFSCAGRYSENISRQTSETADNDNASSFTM
# EBI2 block – antagonists of human EBI2 receptor. EBI2 beta-arrestin recruitment, luminescence, 7a,25-OHC stimulated. inhibition, % at 5 µM. 360,000 tested, 0.81% active; in the data active means inhibition above about 38%;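 further: enzyme fragment complementation signal reports receptor beta-arrestin coupling in cells; 0% = agonist plus DMSO wells and 100% = wells without agonist; some results beyond the cut were filed as inactive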
# * marks the source's active call; other numbers are inactive results; x = no result given.
# The opening 10 compounds as a preview:
[1] COc1ccc(CNC(=O)C(=O)NC2CCC(C)CC2)cc1 (stereo not drawn)
[2] O=C(Cn1cc(C(=O)c2cccs2)c2ccccc21)NCC1CCCO1 (stereo not drawn)
[3] CC(C)c1ccc(NC(=O)C2CC(=O)N(C3CCCC3)C2)cc1 (stereo not drawn)
[4] CCOC(=O)C(Cc1ccc(OC)c([N+](=O)[O-])c1)NC(=O)CCC(=O)Nc1ccc(OC)cc1 (stereo not drawn)
[5] CSc1ccc(S(=O)(=O)NCC(=O)OCCOc2ccccc2)cc1[N+](=O)[O-]
[6] O=C(Oc1ccc(OC(=O)N2CCOCC2)cc1)c1ccccc1
[7] Cc1ccc(N2CC(C(=O)O)CC2=O)cc1 (stereo not drawn)
[8] Cc1ccccc1Cn1nnc(C(=O)Nc2cccc(C)c2C)c1N
[9] O=C(NC(=S)N1CCCC1)c1ccc(Cl)cc1Cl
[10] O=[N+]([O-])c1cnc2ccccc2c1

screen / no.	1	2	3	4	5	6	7	8	9	10
UPR XBP1 act	4	1	16	-2	-1	6	-1	0	-9	-1
697 NFkB inh	3	12	13	10	21	11	22	-16	5	9
Gli-Sufu antag	3	2	-10	11	-8	5	-6	-19	-2	-8
CXCR6 block	-8	-5	-3	-2	-16	0	7	-10	6	-24
Jurkat NFkB inh	0	-7	14	-9	11	-36	-8	6	12	-2
UPR CHOP act	0.5	0.0	2.7	0.2	0.1	1.0	0.9	-0.2	1.0	0.0
Mdm2 MdmX PPI	11	18	15	5	-2	-1	-1	-5	15	9
CCR6 antagonist	-4	4	26	0	-6	2	-9	-1	-1	3
EBI2 block	-10	2	3	-5	12	-2	2	43*	-5	-5

# The listing (from the top)
[1] COc1ccc(CNC(=O)C(=O)NC2CCC(C)CC2)cc1 (stereo not drawn)
[2] O=C(Cn1cc(C(=O)c2cccs2)c2ccccc21)NCC1CCCO1 (stereo not drawn)
[3] CC(C)c1ccc(NC(=O)C2CC(=O)N(C3CCCC3)C2)cc1 (stereo not drawn)
[4] CCOC(=O)C(Cc1ccc(OC)c([N+](=O)[O-])c1)NC(=O)CCC(=O)Nc1ccc(OC)cc1 (stereo not drawn)
[5] CSc1ccc(S(=O)(=O)NCC(=O)OCCOc2ccccc2)cc1[N+](=O)[O-]
[6] O=C(Oc1ccc(OC(=O)N2CCOCC2)cc1)c1ccccc1
[7] Cc1ccc(N2CC(C(=O)O)CC2=O)cc1 (stereo not drawn)
[8] Cc1ccccc1Cn1nnc(C(=O)Nc2cccc(C)c2C)c1N
[9] O=C(NC(=S)N1CCCC1)c1ccc(Cl)cc1Cl
[10] O=[N+]([O-])c1cnc2ccccc2c1

screen / no.	1	2	3	4	5	6	7	8	9	10
UPR XBP1 act	4	1	16	-2	-1	6	-1	0	-9	-1
697 NFkB inh	3	12	13	10	21	11	22	-16	5	9
Gli-Sufu antag	3	2	-10	11	-8	5	-6	-19	-2	-8
CXCR6 block	-8	-5	-3	-2	-16	0	7	-10	6	-24
Jurkat NFkB inh	0	-7	14	-9	11	-36	-8	6	12	-2
UPR CHOP act	0.5	0.0	2.7	0.2	0.1	1.0	0.9	-0.2	1.0	0.0
Mdm2 MdmX PPI	11	18	15	5	-2	-1	-1	-5	15	9
CCR6 antagonist	-4	4	26	0	-6	2	-9	-1	-1	3
EBI2 block	-10	2	3	-5	12	-2	2	43*	-5	-5

[11] CCN(CC(=O)NCc1ccc(F)cc1)CC(=O)Nc1ccc(Br)cc1F
[12] CC(C)CN1CCN(Cc2cccc3cccnc23)CC1CCO (stereo not drawn)
[13] Cc1cc(S(=O)(=O)Nc2ccc(C(=O)NCC(C)(C)N3CCOCC3)cc2)ccc1F
[14] Cc1ccc(S(=O)(=O)NCCC(=O)NCc2ccc3c(c2)OCO3)cc1C
[15] CC(C)C(=O)N1CCN(c2ccccc2NC(=O)COc2ccccc2)CC1
[16] Cc1cc(N2CCC(C(N)=O)CC2)nc(-c2ccccc2)n1
[17] CCOC(=O)C(C(=O)OCC)N(C#N)c1nc(N(C)C)nc(N(C)C)n1
[18] CCOc1ccc(CN(C)C(=O)Cc2c[nH]c3ccccc23)cc1
[19] CCOC(=O)C1CCN(Cc2cc(Cl)c3ccccc3c2O)CC1
[20] COc1ccc(C[C@@H]2CN3C(=NC[C@@H]3C)N2CCNC(=O)c2ccc(C)c(Br)c2)cc1

screen / no.	11	12	13	14	15	16	17	18	19	20
UPR XBP1 act	-2	1	-4	-3	-1	1	3	x	2	-1
697 NFkB inh	-5	-2	2	7	-7	7	3	x	-6	6
Gli-Sufu antag	-19	18	9	0	54	3	7	-3	-3	28
CXCR6 block	0	2	5	0	15	-17	-3	11	10	12
Jurkat NFkB inh	-3	-8	10	9	7	-1	3	x	8	26
UPR CHOP act	-0.4	0.4	0.5	6.0	-1.6	-0.5	-1.4	x	1.2	0.1
Mdm2 MdmX PPI	18	-3	0	9	5	-20	22	x	12	1
CCR6 antagonist	9	4	-11	-2	32	36	16	11	13	10
EBI2 block	-3	-6	4	-10	17	7	-7	33	15	5

[21] CCOC(=O)c1oc2ccc(S(=O)(=O)N3CCC(C)CC3)cc2c1C
[22] O=C(Nc1ncn[nH]1)c1cc([N+](=O)[O-])ccc1Cl
[23] Cc1ccc2nc(NC(=O)c3cccs3)sc2c1
[24] Cc1sc2ncnc(SCC(=O)Nc3nc(-c4ccc(F)c(F)c4)cs3)c2c1C
[25] COc1cc(C(=O)OC(C)C(=O)Nc2ccc3c(c2)OCO3)ccc1OCc1c(C)noc1C (stereo not drawn)
[26] Cc1ccccc1CNC(=O)CN1C(=O)c2ccccc2S1(=O)=O
[27] CCCNC(=O)c1cc2ccccc2c(=O)o1
[28] COc1ccc(NS(=O)(=O)c2cccc(C(=O)N/N=C/c3ccccn3)c2)cc1
[29] Cc1c(C(=O)Nc2ccc(S(=O)(=O)NCC3CCCO3)cc2)cccc1[N+](=O)[O-] (stereo not drawn)
[30] COc1cc2c(C#CCCO)c(-c3ccc(C#N)cc3)oc(=O)c2cc1OC

screen / no.	21	22	23	24	25	26	27	28	29	30
UPR XBP1 act	0	-2	-3	3	1	3	1	-1	1	-1
697 NFkB inh	-2	-10	-434	-10	-6	15	-1	7	-3	7
Gli-Sufu antag	8	-5	-119	0	0	-11	0	-5	5	2
CXCR6 block	-4	-5	-5	-3	1	1	-7	-5	1	-4
Jurkat NFkB inh	6	-4	-138	-10	-1	4	7	4	-23	-7
UPR CHOP act	-1.8	-1.8	-4.2	1.4	0.6	0.3	6.3	1.8	-1.6	2.2
Mdm2 MdmX PPI	5	-28	-66	45	-13	-14	-5	12	9	14
CCR6 antagonist	3	-1	7	9	6	6	-9	-17	17	8
EBI2 block	8	-1	0	-9	0	-2	-4	-1	2	7

[31] CCCCNC(=O)CSc1nnc(Cc2ccccc2)n1CC1CCCO1 (stereo not drawn)
[32] Cc1cc(C)c(NC(=O)OCCN2CCOCC2)c(C)c1
[33] CCN(c1ccccc1)S(=O)(=O)c1ccc(Cl)c(NC(=O)COC(=O)c2cc(O)c3ccccc3c2O)c1
[34] CNC(=O)C1CCN(S(=O)(=O)c2c(C)noc2/C=C/c2ccc(OC)cc2)CC1
[35] COc1ccc(NC(=O)CCNC(=O)c2ccc([N+](=O)[O-])cc2)cc1S(=O)(=O)N1CCCCC1
[36] Cc1nc(CNS(=O)(=O)c2cccnc2)cs1
[37] CCOc1ccc(N(CC(=O)NCc2ccc(Cl)cc2)S(=O)(=O)c2c(C)noc2C)cc1
[38] CCOc1ccc(C(=O)/C=C/c2ccccc2C(F)(F)F)cc1
[39] Cc1ccc(C(=O)NCC(=O)NCC(c2cccs2)N2CCOCC2)cc1C (stereo not drawn)
[40] CC(C)(C)NC(=O)c1ccc2c(c1)N(CC(=O)N1CCN(c3ccccc3F)CC1)C(=O)C(C)(C)O2

screen / no.	31	32	33	34	35	36	37	38	39	40
UPR XBP1 act	-3	0	2	0	1	-1	-5	3	-1	-2
697 NFkB inh	20	9	-4	-5	19	-18	4	-17	-1	15
Gli-Sufu antag	2	-19	x	-1	-4	-3	6	-5	-1	12
CXCR6 block	2	1	x	-9	-11	6	-5	-6	5	-1
Jurkat NFkB inh	5	2	8	6	9	3	15	-2	-1	17
UPR CHOP act	-0.9	1.4	4.6	2.5	2.9	-2.1	-0.2	2.8	-0.4	0.6
Mdm2 MdmX PPI	18	-3	17	-30	11	10	23	9	-21	9
CCR6 antagonist	20	-13	x	-4	11	6	9	4	0	5
EBI2 block	1	-13	x	-3	-10	-10	14	14	-6	-4

[41] O=C(Oc1ccccc1C(=S)N1CCOCC1)c1ccc([N+](=O)[O-])cc1[N+](=O)[O-]
[42] Cc1cc(C)nc(SCC(=O)OCN2C(=O)c3ccccc3C2=O)n1
[43] CCC(C)(C)NC(=O)C(c1ccc(C)o1)N(C(=O)c1csnn1)c1cccc(F)c1 (stereo not drawn)
[44] CC(C)CNc1nc(N)c([N+](=O)[O-])c(NCC2CCCO2)n1 (stereo not drawn)
[45] CN(Cc1ccccc1)C(=O)c1[nH]cnc1C(=O)NCC(=O)OCc1ccccc1
[46] O=C(C[n+]1ccc2ccccc2c1)Nc1cc(C(F)(F)F)ccc1Cl
[47] CC(NC(=O)CCCN1C(=O)c2ccccc2C1=O)c1ccc2c(c1)CCCC2 (stereo not drawn)
[48] COc1cc2cc(C(=O)N3CCN(c4ccccc4OC)CC3)[nH]c2cc1OC
[49] O=C(CN1CCCN(Cc2ccc(F)cc2Cl)C1=O)NC1CCCCCCC1
[50] Cc1cccc(OCCNc2cc(N3CCN(CCO)CC3)ccc2[N+](=O)[O-])c1
[51] COc1ccc(S(=O)(=O)N2CCN(C(=O)CCCN3C(=O)NC4(CCCC4)C3=O)CC2)cc1
[52] OCCC1CN(Cc2cccn2-c2nccs2)CCN1C1CCCCC1 (stereo not drawn)
[53] CCOC(=O)C1C(c2ccc(Cl)cc2)NC(=S)NC1(O)C(F)(F)F (stereo not drawn)

screen / no.	41	42	43	44	45	46	47	48	49	50	51	52	53
UPR XBP1 act	-6	-2	-3	3	-2	0	-3	-1	2	-2	-2	-2	-4
697 NFkB inh	9	10	2	-16	1	-6	4	1	12	-22	5	20	-8
Gli-Sufu antag	19	16	2	22	-12	5	4	27	-8	3	-10	14	-10
CXCR6 block	-4	-2	6	-8	-6	7	0	-3	-2	2	-4	14	1
Jurkat NFkB inh	16	0	-7	-10	-3	-3	13	0	13	-18	17	3	12
UPR CHOP act	11	-1.4	0.4	1.7	-0.8	1.8	-1.0	-1.1	-1.1	-1.0	-0.2	0.0	-0.5
Mdm2 MdmX PPI	-5	-2	-9	-13	5	32	9	19	34	16	17	24	-5
CCR6 antagonist	-8	-11	4	-3	-1	8	6	12	11	25	-2	15	5
EBI2 block	-8	0	-8	-9	-9	-1	5	6	1	16	-3	-2	14
